CAL PDZ FP-1: inhibitors of human CAL PDZ peptide binding. purified CAL PDZ, TMR-peptide fluorescence polarization, 1 h. inhibition, % at 24.9 µM. 300,000 compounds, 0.92% hits. AID 602252;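 active = mean inhibition of at least 30% with at least half of replicates also reaching 30%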;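 also: 0% = DMSO neutral control and 100% = excess unlabeled competitor peptide PRC23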
DAGLB inh: blocks human DAGLB lipase activity; Q8NCG7; HEK293T DAGLB membrane lysate, EnzChek fluorogenic substrate; inhibition, % at 5.17 µM; 340,000 compounds, 0.059% hits; AID 504411; in the data active = inhibition above about 34%;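 also: 0% = enzyme with vehicle and 100% = wells lacking enzyme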
Target sequence (Q8NCG7 whole entry, looked up): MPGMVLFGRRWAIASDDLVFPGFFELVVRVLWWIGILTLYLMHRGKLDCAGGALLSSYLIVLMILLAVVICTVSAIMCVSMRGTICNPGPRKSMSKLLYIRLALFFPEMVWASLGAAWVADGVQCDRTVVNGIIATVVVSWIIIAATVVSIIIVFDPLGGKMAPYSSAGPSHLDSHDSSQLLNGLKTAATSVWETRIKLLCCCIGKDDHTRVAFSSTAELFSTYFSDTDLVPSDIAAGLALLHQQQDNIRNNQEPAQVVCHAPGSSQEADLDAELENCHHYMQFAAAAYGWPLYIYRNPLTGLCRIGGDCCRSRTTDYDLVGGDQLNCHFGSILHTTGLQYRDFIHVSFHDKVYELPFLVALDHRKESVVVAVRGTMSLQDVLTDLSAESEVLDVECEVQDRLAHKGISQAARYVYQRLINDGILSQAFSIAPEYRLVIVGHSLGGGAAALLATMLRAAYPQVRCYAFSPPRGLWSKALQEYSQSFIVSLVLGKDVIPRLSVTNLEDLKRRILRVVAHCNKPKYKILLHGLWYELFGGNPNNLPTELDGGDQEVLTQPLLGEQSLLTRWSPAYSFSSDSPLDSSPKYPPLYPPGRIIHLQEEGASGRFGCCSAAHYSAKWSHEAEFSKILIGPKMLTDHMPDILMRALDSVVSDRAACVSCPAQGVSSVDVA
Cardiac RTF inh: cardiac RTF calcium desensitization | inhibition, % at 7.15 µM | AID 493244 | 340,000 compounds, 0.12% hits | IANBD-labeled cardiac RTF, Ca2+ fluorescence | P19429+P45379;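 active = inhibition above the mean inhibition of all tested compounds plus 3 SD, cut at about 17% in these data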;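 also: assay run at fixed EC70 calcium of 1.6 mM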
C-LANA FP: inhibitors of KSHV LANA C-terminal domain DNA binding | MBP-C-LANA/FAM-LBS DNA binding, fluorescence polarization | AID 504423 | inhibition, % at 9 µM | 340,000 compounds, 0.078% hits;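 active = highest replicate inhibition at or above 60% at 9 µM, even if other replicates fall short; inactive = all replicates below 60% inhibition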;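 also: 0% = neutral control wells and 100% = 4 µM acridine orange control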
RTF Ca sens act: cardiac RTF calcium sensitization | 340,000 compounds, 0.24% hits | IANBD-labeled TnC RTF fluorescence at EC20 calcium; 0% EC20 calcium, 100% full calcium | activation, % at 7.2 µM | AID 493008 | P19429+P45379;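 active = activation above the mean over all tested compounds plus 3 SD, cut at about 30% in these data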;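 also: rise in fluorescence read as greater calcium sensitivity of cardiac thin filaments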
Keap1-Nrf2 PPI: disrupts human Keap1 binding to Nrf2 peptide | 340,000 compounds, 0.15% hits | Keap1 Kelch-Nrf2 peptide fluorescence polarization, 1536-well | AID 504523 | inhibition, % at 9.4 µM | Q14145; in the data active = inhibition above about 12%;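 also: human Keap1 Kelch domain with fluorescein labeled Nrf2 9mer peptide probe; 0% = neutral control wells and 100% = peptide positive control; higher means more block of Keap1 binding to Nrf2 peptide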
PKA-R2B act: PKA-R2B complex activation; PKA-R2B holoenzyme dissociation, Cy5-IP20 fluorescence polarization; R2B truncated from residue 108, S112A mutant; 0% DMSO only, 100% 113 µM cGMP; activation, % at 11.4 µM; AID 504700; 340,000 compounds, 0.079% hits;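 active = activation above a cutoff set at the mean over all compounds plus 3 SD, cut at about 18% in these data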;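 also: higher means more holoenzyme dissociation and a rise in polarization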
Target sequence (P31323 whole entry, looked up, other chains not shown, the tested form may be a part): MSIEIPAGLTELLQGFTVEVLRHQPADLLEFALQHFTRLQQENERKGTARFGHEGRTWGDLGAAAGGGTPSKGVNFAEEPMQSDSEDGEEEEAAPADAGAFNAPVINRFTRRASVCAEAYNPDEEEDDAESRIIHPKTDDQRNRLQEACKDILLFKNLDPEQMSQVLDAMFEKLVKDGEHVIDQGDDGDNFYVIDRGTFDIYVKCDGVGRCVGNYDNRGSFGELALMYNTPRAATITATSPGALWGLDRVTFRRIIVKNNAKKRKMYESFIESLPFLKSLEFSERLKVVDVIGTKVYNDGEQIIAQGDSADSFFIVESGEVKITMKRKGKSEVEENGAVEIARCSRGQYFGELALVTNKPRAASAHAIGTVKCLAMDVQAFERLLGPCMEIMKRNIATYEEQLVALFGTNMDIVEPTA
SR-BI DiI-HDL act: enhances SR-BI lipid uptake from DiI-HDL. CHO ldlA[mSR-BI] cells, DiI-HDL uptake fluorescence, 3 h; 100 = double the neutral-control signal. activation, % at 12.5 µM. 320,000 compounds, 0.096% hits;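 active = mean replicate activation of at least 60% and every replicate at or above 60%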;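 also: 0% = median plate neutral-control signal and 100% = twice that signal; values of inactives mirror those of a sister screen read the other way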
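System: CHO ldlA[mSR-BI] cells / Medium: HEPES-buffered (25 mM, pH 7.4) F12 plus 0.5% BSA / Probe or stimulus: labelled HDL, 10 µg/mL / Doses: single compound concentration, delivered by pin transfer / Schedule: 3 h, 37 °C / Measured by: DiI fluorescence, bottom read / Measure: cell-associated DiI fluorescence as measure of HDL uptake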
Rtt109 HAT inh: C. albicans Rtt109 histone acetyltransferase inhibition | Q5AAJ8 | purified Rtt109/Vps75, ThioGlo CoA-SH fluorescence, 4 h | inhibition, % at 34.9 µM | 330,000 compounds, 0.16% hits;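 active = inhibition of at least 50% in every replicate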
CAL PDZ FP-2: human CAL PDZ-peptide interaction inhibition. Q9HD26. purified CAL PDZ, TMR-peptide fluorescence polarization, 1 h. inhibition, % at 20 µM. 330,000 compounds, 0.02% hits. AID 504414;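 active = highest replicate inhibition of at least 40%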;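 also: plate controls were DMSO neutral control wells for no effect and unlabeled competitor peptide control wells for full effect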
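Control set: unlabelled peptide and DMSO controls / Material: purified CerCALP PDZ construct / Timing: 1 h incubation at room temperature before polarization reading / Doses: 20 µM, one dose / Detection: fluorescence polarization (mP)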
* marks the source's active call; other numbers are inactive results; · = not tested or not shown. Compounds as they come; any-hit rate near 1.6%.

SMILES | CAL PDZ FP-1 | DAGLB inh | Cardiac RTF inh | C-LANA FP | RTF Ca sens act | Keap1-Nrf2 PPI | PKA-R2B act | SR-BI DiI-HDL act | Rtt109 HAT inh | CAL PDZ FP-2
N#Cc1ccccc1NC(=O)C1SC(=Nc2ccccc2)C(C(=O)Nc2ccc(Cl)cc2)=C1N (centres undefined) | 3 | -4 | 1 | 1.4 | -1 | -2 | -4 | -108 | -10 | 2.2
Cc1ccc(N/C(SCc2ccccc2C)=C(/C#N)C(=O)NCc2ccco2)cc1C | · | -10 | -8 | -1.0 | 0 | -3 | -15 | -47 | 7 | -0.7
Cc1cccc(N(C)S(=O)(=O)c2ccc(-c3cc(C)no3)s2)c1 | -4 | -4 | 4 | -1.0 | -1 | 1 | -11 | 4 | -17 | -2.8
CN(Cc1ccccc1)C(=O)Nc1ccccc1 | · | -2 | -5 | -0.1 | 3 | -5 | -4 | 5 | -1 | -1.0
Nc1ccc(C23CC4CC(CC(CO)(C4)C2)C3)cc1 | -2 | 1 | -6 | -0.5 | -3 | -2 | -7 | 3 | 3 | -0.4
O=c1c2cc(Br)ccc2nc2n1CCCCC2 | 0 | -1 | 6 | -1.2 | -5 | 0 | -1 | 0 | 5 | 0.0
Cc1cccc(NC(=O)c2ccc(NC(=O)c3ccccc3Br)cc2)c1 | -3 | -1 | 3 | 0.0 | -8 | -4 | -3 | -72 | 13 | -2.5
CC(=O)c1ccc(S(=O)(=O)Nc2cccc(S(=O)(=O)NC3=NCCC3)c2)cc1 | -1 | -3 | 1 | -2.1 | -3 | 0 | 0 | 15 | -2 | -2.0
O=C(NCCCN1CCOCC1)c1ccc2c(c1)N(Cc1ccccc1)C(=O)c1ccccc1S2=O (centres undefined) | 6 | 1 | 3 | -0.3 | -1 | -3 | -5 | -5 | 11 | -1.6
Cc1ccc(Cl)cc1NC(=O)CNCC(c1ccccc1)N(C)C (centres undefined) | -2 | 0 | -13 | -2.6 | 0 | -6 | 6 | 20 | 0 | ·
CCN(CC)CCCn1c2c(c(SCC(=O)Nc3cccc4ccccc34)nc1=O)CCC2 | -1 | -1 | 6 | 2.3 | 6 | -2 | 3 | -24 | 1 | -0.4
O=C(NCc1ccccc1OC(F)(F)F)C1CCC(=O)N(CCc2ccccn2)C1 (centres undefined) | -2 | -1 | -2 | 0.6 | -2 | 2 | 4 | 5 | -12 | -2.3
CCN(CC)S(=O)(=O)c1ccc(NC(=O)c2ccc(Sc3nncn3C)c([N+](=O)[O-])c2)cc1 | -2 | 0 | 10 | -0.3 | 4 | -2 | 5 | -17 | 16 | -3.0
O=C(NN1C(=O)c2ccccc2NC1c1ccccn1)c1ccccc1 (centres undefined) | -2 | 2 | -11 | 3.2 | 6 | -2 | -6 | 31 | -25 | -0.2
COCC(C)NS(=O)(=O)c1ccccc1 (centres undefined) | -3 | 0 | 3 | -2.2 | 1 | -5 | -3 | 19 | -5 | -1.3
COc1ccc(C(=O)NCC(=O)N/N=C/C(C)=C/c2ccco2)cc1OC | -3 | 1 | 0 | 1.8 | 5 | -2 | -4 | -85 | 6 | -0.1
O=C1c2ccccc2C(=O)N1CN(C(=O)c1ccccc1[N+](=O)[O-])c1ccc(F)cc1 | 1 | 2 | -5 | -0.4 | -7 | -1 | 3 | -7 | -6 | -2.0
CC(C)(C)N1C(=O)c2ccc(C(=O)Nc3nccs3)cc2C1=O | -3 | 0 | 2 | 0.2 | 2 | 1 | 2 | 9 | -14 | -0.8
CCc1ccc2c(CN3CCN(S(=O)(=O)c4cccs4)CC3)cc(=O)oc2c1 | 3 | -3 | 11 | -1.2 | -1 | -4 | 3 | -11 | 4 | -2.5
CCN(C(=S)NC(=O)c1ccccc1Br)C1CCCCC1 | -8 | 0 | -5 | 3.0 | 8 | -2 | -4 | 1 | -18 | -0.8
CCN1CCN(C(=S)NCC(C)C)CC1 | -1 | -2 | -9 | -0.4 | 3 | 4 | 1 | 23 | 0 | -0.3
CC(C)(C)OC(=O)N1CCC[C@H]1C(=O)Nc1ccc(C#N)cc1 | -1 | -2 | -11 | -3.2 | -3 | 5 | -5 | 35 | -10 | -1.2
COc1cc(OC)cc(C(=O)NNS(=O)(=O)c2ccc(F)cc2)c1 | 0 | 0 | -3 | -4.8 | -3 | 3 | 0 | -7 | 1 | ·
O=C(CN1C(=O)NC2(CCCCCC2)C1=O)c1ccc(F)cc1 | 11 | 1 | 3 | -6.2 | -4 | -5 | 2 | -5 | -4 | 0.7
Cc1ccc(C2CC(c3cccs3)=NN2C(=O)CSc2nc(=O)n3ccc(C)cc3n2)cc1 (centres undefined) | -2 | 2 | -6 | -2.8 | 5 | -7 | -2 | -15 | 0 | -3.8
SMILES | CAL PDZ FP-1 | DAGLB inh | Cardiac RTF inh | C-LANA FP | RTF Ca sens act | Keap1-Nrf2 PPI | PKA-R2B act | SR-BI DiI-HDL act | Rtt109 HAT inh | CAL PDZ FP-2
COc1ccc(CNC(=O)c2cccc(NC(=O)CC3SC(N4CCCCC4)=NC3=O)c2)cc1 (centres undefined) | -3 | 1 | -11 | -0.8 | -5 | 6 | -6 | -23 | -27 | -1.3
CC(C)Cn1c(SCC(=O)NC2CCCc3ccccc32)nc(O)cc1=O (centres undefined) | 0 | 3 | -8 | -0.9 | 4 | -1 | -20 | 15 | 10 | -3.1
Cc1[nH]n(-c2ccccc2)c(=O)c1/C=N/Nc1nncc(-c2ccccc2)n1 | 0 | 12 | -10 | -0.9 | -19 | -2 | -2 | -91 | 3 | -0.5
COc1ccc(/C=N/NC(=O)c2cccc(OC(F)(F)C(F)F)c2)cc1O | -1 | -2 | 4 | 0.9 | 4 | -2 | 4 | 13 | -5 | -2.4
O=C(Nc1ccc(Cl)c(Cl)c1)c1ccc(Cl)c(Cl)c1 | -1 | -14 | 1 | 0.7 | -2 | -3 | -5 | -67 | -1 | -0.1
C/C(=N\NC(=O)CCc1ccccc1)c1ccc(Br)cc1 | -7 | -3 | -6 | 0.0 | 1 | -1 | -8 | -4 | 10 | 0.0
Cc1c(C#N)c(O)[nH]c(=O)c1N=Nc1ccc(Cl)c(C(=O)O)c1 | -8 | 2 | -9 | -0.6 | 8 | -6 | -2 | 7 | -15 | -0.1
N#Cc1ccsc1NC(=O)C1CCN(C(=O)c2ccc(F)cc2)CC1 | -14 | 3 | -7 | -5.3 | 6 | -4 | -6 | -12 | -14 | -0.7
CC(O)[C@H]1CNCCN1CC1(c2ccccc2)CC1 (some centres undefined) | 2 | 2 | -1 | 0.9 | -1 | 1 | 1 | 14 | 5 | -1.2
CC(C)C(=O)NC(Nc1cccc([N+](=O)[O-])c1)C(Cl)(Cl)Cl (centres undefined) | -3 | -1 | 6 | -1.3 | 4 | 0 | 3 | 8 | 8 | -1.1
CC(=O)NS(=O)(=O)c1ccc(N2C(=O)c3ccccc3C2=O)cc1 | -3 | -3 | 1 | -0.3 | -3 | -1 | -7 | 17 | · | 0.3
c1ccc(CCCN2CCOCC2)cc1 | -1 | 1 | 1 | 0.7 | -4 | -5 | 10 | 35 | 0 | -0.7
O=S(=O)(c1cccs1)N1CN(Cc2ccc(Cl)cc2)c2nc3ccccc3nc21 | -3 | 1 | -3 | 0.4 | 2 | -4 | 1 | -2 | 15 | -0.1
COc1cccc(COC(=O)C2CCN(S(=O)(=O)c3cccs3)CC2)c1OC | -6 | -5 | -1 | 0.9 | -5 | -4 | -6 | 14 | 4 | -2.9
CCCCCC(=O)N/N=C/c1cccs1 | -3 | -1 | 2 | 0.0 | 0 | -5 | -18 | 3 | 10 | -0.1
CC(C)CC(CO)N1CCN(C(=O)c2ccc(Cl)c(Cl)c2)CCC1=O (centres undefined) | -8 | -2 | 0 | 0.3 | 5 | -2 | -2 | -8 | -1 | -0.4
COc1ccc(NC(=O)Nc2ccc(N(C)C)cc2)cc1 | 1 | 0 | -10 | -0.2 | -2 | 0 | -10 | 37 | -3 | 0.4
O=C(O/N=C1\CCS(=O)(=O)c2sccc21)C1CC1 | · | 2 | -1 | -0.1 | 2 | 2 | 0 | 13 | 4 | -0.4
CC(=NO)c1ccc2c(c1)Cc1cc([N+](=O)[O-])ccc1-2 | -1 | 0 | 4 | 1.8 | -2 | -1 | -3 | -19 | -9 | 0.6
CN(CC(=O)Nc1c(Cl)cccc1Cl)C(=O)c1cc(-c2cccs2)nn1-c1ccccc1 | 1 | -4 | 13 | -0.6 | -3 | 0 | -6 | 4 | -3 | -3.5
CCC(=O)Nc1nnc(SCc2ccc(F)cc2)s1 | · | 0 | 1 | 1.0 | -3 | 6 | -14 | 9 | -3 | -0.3
Cc1ccc(-n2c(CNc3ccc(F)cc3)nnc2SCC(=O)NCc2ccco2)cc1 | 9 | 2 | -2 | -0.7 | 2 | 5 | -3 | -10 | 8 | -1.1
NCC[C@H](O)C(=O)N[C@@H]1C[C@H](N)[C@@H](O[C@H]2O[C@H](CN)[C@@H](O)[C@H](O)[C@H]2O)[C@H](O)[C@H]1O[C@H]1O[C@H](CO)[C@@H](O)[C@H](N)[C@H]1O | -1 | 1 | 1 | 0.3 | -2 | -2 | 2 | 7 | -10 | -0.5
Cc1ccc(CCNC(=O)CNC(=O)c2cccs2)cc1 | 1 | -1 | -2 | -1.7 | 3 | -8 | -3 | -12 | -10 | -3.3
CC(CCc1ccccc1)NC(=O)c1ccc2nc(N3CCOCC3)sc2c1 (centres undefined) | · | -3 | 5 | -1.5 | -1 | -1 | 1 | -18 | -1 | -0.9
COc1cc(CNc2nc3ccccc3n2C)cc(OC)c1OC | 0 | -3 | -2 | -1.0 | 2 | -1 | 14 | 5 | -1 | -1.7
Cc1cc(/C=N/Nc2ccc([N+](=O)[O-])cn2)c(C)n1-c1ccc(C(=O)O)cc1 | -4 | 12 | 2 | 5.6 | -2 | -5 | 8 | -21 | -6 | -1.7
CCCNC(=O)Cn1nc([N+](=O)[O-])c([N+](=O)[O-])c1C | -2 | 1 | 0 | -2.2 | -1 | -1 | 9 | 17 | -2 | 1.0
O=C(Nc1nncs1)c1ccc(F)c(S(=O)(=O)N2CCCCC2)c1 | -2 | 0 | 1 | -0.7 | 0 | -3 | -1 | 6 | -9 | -0.5
Cc1ccc(Cn2c(=O)cc(C(=O)O)c3ccccc32)cc1 | -10 | -5 | -7 | -0.8 | 1 | -3 | -3 | 15 | 2 | 0.3

Single records (already shown). Values in the order: CAL PDZ FP-1, DAGLB inh, Cardiac RTF inh, C-LANA FP, RTF Ca sens act, Keap1-Nrf2 PPI, PKA-R2B act, SR-BI DiI-HDL act, Rtt109 HAT inh, CAL PDZ FP-2
`COc1ccc(CNC(=O)c2cccc(NC(=O)CC3SC(N4CCCCC4)=NC3=O)c2)cc1` (centres undefined) as listed: -3, 1, -11, -0.8, -5, 6, -6, -23, -27, -1.3
`Cc1ccc(CCNC(=O)CNC(=O)c2cccs2)cc1` as listed: 1, -1, -2, -1.7, 3, -8, -3, -12, -10, -3.3
`Cc1cc(/C=N/Nc2ccc([N+](=O)[O-])cn2)c(C)n1-c1ccc(C(=O)O)cc1` as listed: -4, 12, 2, 5.6, -2, -5, 8, -21, -6, -1.7
